Screens as filed in PubChem.
hIAP act = increases human intestinal alkaline phosphatase activity | purified human IAP, CDP-Star luminescence, 30 min; hits give high values; 1 = vehicle-only enzyme, 0 = enzyme-free background | activation factor at 10 µM | 0.16% of 330,000 active | AID 2524 | P09923;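 active = activation factor of the enzyme at least 2-fold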; note: the source names both 10 and 20 µM as test concentration; values of inactives mirror those of a sister screen read the other way
Target sequence (P09923 whole entry, looked up): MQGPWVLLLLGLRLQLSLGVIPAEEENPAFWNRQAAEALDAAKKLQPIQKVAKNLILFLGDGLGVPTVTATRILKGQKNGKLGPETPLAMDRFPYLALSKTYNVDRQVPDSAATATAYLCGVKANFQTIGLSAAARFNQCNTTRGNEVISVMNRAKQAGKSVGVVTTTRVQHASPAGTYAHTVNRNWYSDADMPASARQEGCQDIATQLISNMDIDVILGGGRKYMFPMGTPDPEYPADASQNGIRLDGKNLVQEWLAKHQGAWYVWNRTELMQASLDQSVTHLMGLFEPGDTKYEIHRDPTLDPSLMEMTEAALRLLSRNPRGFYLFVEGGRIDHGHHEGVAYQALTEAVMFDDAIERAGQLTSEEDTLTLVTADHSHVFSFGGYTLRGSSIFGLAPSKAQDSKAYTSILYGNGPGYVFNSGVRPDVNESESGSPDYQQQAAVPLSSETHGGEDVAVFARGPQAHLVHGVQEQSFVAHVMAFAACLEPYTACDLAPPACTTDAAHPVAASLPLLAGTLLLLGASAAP
Apaf-1 inh = blocks human Apaf-1 apoptosome activity; reconstituted apoptosome caspase-3 activity, DEVD-Rh110 fluorescence; inhibition, % at 20 µM; 0.71% of 330,000 active; AID 489030; active = inhibition of at least 40% at 20 µM;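 note: plate controls were DMSO wells for no effect and DEVD-CHO caspase inhibitor wells for full effect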
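detection = Rh110 fluorescence intensity | test system = biochemical Apaf-1 apoptosome reconstitution | also added = cytochrome c and DEVD-Rh110 substrate | schedule = 30 min plus 50 min, RT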
hIAP block = human IAP inhibition | 0.12% of 330,000 active | purified IAP, CDP-Star luminescence, 30 min | inhibition, % at 10 µM | P09923;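 active = inhibition reaching a set limit with compound at 10 µM in the primary screen, cut at about 35% in these data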;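 note: plate controls were DMSO wells with enzyme for no effect and no-enzyme buffer wells for full effect; values of inactives mirror those of a sister screen read the other way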
TIM10 inh = inhibits growth of TIM10 yeast strain; S. cerevisiae TIM10 strain growth, BacTiter-Glo luminescence, 24 h; inhibition, % at 10 µM; AID 463195; 1.4% of 330,000 active;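 active = inhibition of 40% or more at the single tested concentration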;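 note: wild-type TIM10 isogenic control strain grown at permissive 25 °C; 0% = DMSO yeast wells and 100% = minimal medium wells without yeast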
ATG4B inh = inhibitors of human ATG4B cysteine protease; inhibition, % at 8.33 µM; 0.51% of 340,000 active; ATG4B cleavage of LC3-PLA2, NBD-HPC fluorescence, 1 h; in the data active = inhibition above about 40%
Target sequence (Q9Y4P1 whole entry, looked up): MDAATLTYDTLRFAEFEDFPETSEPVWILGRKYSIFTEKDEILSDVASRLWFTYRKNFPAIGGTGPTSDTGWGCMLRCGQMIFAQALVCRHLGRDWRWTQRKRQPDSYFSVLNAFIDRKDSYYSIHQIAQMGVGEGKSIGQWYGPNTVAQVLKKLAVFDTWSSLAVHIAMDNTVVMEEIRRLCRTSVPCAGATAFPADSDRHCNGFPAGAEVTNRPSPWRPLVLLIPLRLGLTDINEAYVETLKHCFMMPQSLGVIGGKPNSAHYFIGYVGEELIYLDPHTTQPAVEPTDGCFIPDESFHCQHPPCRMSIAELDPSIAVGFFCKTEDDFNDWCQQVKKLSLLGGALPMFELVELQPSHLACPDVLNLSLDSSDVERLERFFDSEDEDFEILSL
mIAP act = increases mouse intestinal alkaline phosphatase activity | muIAP, CDP-Star luminescence, 30 min; hits give high values; 1 = vehicle-only enzyme signal, 0 = enzyme-free wells | activation factor at 10 µM | 0.24% of 330,000 active | AID 2805;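 active = activation factor of at least 2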; note: the source names both 10 and 20 µM as test concentration; values of inactives mirror those of a sister screen read the other way
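Assay system: mouse IAP enzyme; reagent: chemiluminescent substrate CDP-Star; dosing: test compounds delivered from DMSO solution; schedule: 30 min at room temperature; measured by: luminescence from enzymatic CDP-Star hydrolysis; controls: DMSO-only wells and no-enzyme negative control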
NALP3 yeast inh = NALP3 inhibition in yeast; AID 2825; Yeast reconstituted NLRP3/ASC/caspase-1, beta-gal luminescence, 24 h; inhibition, % at 10 µM; 0.39% of 330,000 active;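 active = inhibition of 50% or more; inactive = inhibition below 50%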;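 note: plate controls were induced DMSO wells for no effect and uninduced yeast grown without galactose for full effect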
mIAP inh = mouse IAP inhibition. purified mouse IAP, CDP-Star luminescence, 30 min. 0.2% of 330,000 active. inhibition, % at 10 µM;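 active = inhibition of at least 40% at 10 µM in the primary screen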;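 note: plate controls were DMSO with enzyme for no effect and no enzyme wells for full effect; values of inactives mirror those of a sister screen read the other way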
tim10-1 inh = inhibits growth of tim10-1 mutant yeast | inhibition, % at 20 µM | 2.2% of 330,000 active | S. cerevisiae tim10-1 ts strain growth, BacTiter-Glo, 24 h | AID 463190;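 active = inhibition of at least 40%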;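 note: mutant grown at 25 °C; 0% = DMSO wells with yeast and 100% = wells holding no yeast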
* = called active by the depositor; . = not tested or not shown.

SMILES	hIAP act	Apaf-1 inh	hIAP block	TIM10 inh	ATG4B inh	mIAP act	NALP3 yeast inh	mIAP inh	tim10-1 inh
O=C(c1ccc(Br)o1)N1CCN(Cc2ccccc2Cl)CC1	1.1	8	-12	-1	4	1.1	16	-13	5
C#C[C@]1(O)CC[C@H]2[C@@H]3CCc4cc(OC)ccc4[C@H]3CC[C@@]21C	1.1	15	-14	21	-11	1.1	0	-10	23
O=C(O)c1cccc(N2C(=O)c3cc([N+](=O)[O-])cc4cc([N+](=O)[O-])cc(c34)C2=O)c1	0.9	-6	10	29	6	0.94	38	6	16
Cc1cc(NC(=O)C2CC=CCC2C(=O)O)no1 (stereo not given)	0.82	3	18	-2	-11	1	-12	-2	8
CC(Cc1cccs1)NC(=O)Nc1ccc([N+](=O)[O-])cc1 (stereo not given)	0.92	4	8	22	-7	0.93	7	7	34
COC(=O)c1ccc(-c2nc(-c3ccc(Br)o3)no2)cc1	0.9	0	10	7	-11	1	-4	0	4
Cc1ccc(S(=O)(=O)Nc2cc(C(=O)NCCN(C)C)ccc2N2CCCCC2)cc1	1.1	15	-6	4	-5	1	2	0	31
O=C(N/C(=C\c1ccco1)C(=O)N1CCOCC1)c1ccc([N+](=O)[O-])cc1	1.1	-1	-7	-16	-6	1.1	21	-5	1
O=C(CSc1nc2ccccc2s1)Nc1ccc(Cl)c(S(=O)(=O)N2CCOCC2)c1	0.93	15	7	25	-23	1	10	0	38
COc1ccc(-c2c(C)oc3c(CN4CCOCC4)c(O)ccc3c2=O)cc1OC	1.1	0	-9	2	-4	0.96	2	4	-7
O=NN(CCc1ccncc1)c1ccc(OCc2ccccc2)cc1	0.92	-9	8	1	-3	1.1	42	-8	-12
O=C(O)c1ccc(N/N=C/c2ccc(-c3ccccc3Cl)o2)cc1	1	-12	-2	-68	5	0.94	25	6	-25
C=CCOc1ccc(C(=O)N(Cc2ccc(N(C)C)cc2)C2CCS(=O)(=O)C2)cc1 (stereo not given)	0.93	8	8	9	-5	0.96	-6	4	12
COc1ccccc1CCC(=O)NNC(=O)c1ccc(Br)cc1	1.3	9	-28	-11	-1	0.9	19	10	-17
COc1ccc(C)cc1S(=O)(=O)N(CC(=O)Nc1cccc([N+](=O)[O-])c1)c1ccc(C)cc1	0.96	1	4	6	89*	0.94	18	6	21
Cc1ccc(-c2nc(CC(=O)Nc3cccc(S(=O)(=O)NC4=NCCC4)c3)cs2)cc1	1	5	-1	-3	-3	1.1	9	-10	-6
O=C(COC(=O)c1ccc([N+](=O)[O-])o1)Nc1ncc(Cl)cc1Cl	1.1	3	-10	-110	1	0.86	-18	14	-136
CC(C)N(C(=S)Nc1ccc(S(=O)(=O)N2CCOCC2)cc1)c1ccccc1	0.94	0	6	0	-6	0.98	14	2	-15
COc1ccc(NC(=S)N2CCCC2)c(OC)c1	0.88	-15	12	-5	0	0.99	-5	1	-5
CC(C)S(=O)(=O)c1csc(NC(=O)Nc2cccc([N+](=O)[O-])c2)c1Cl	0.89	-10	11	-9	-4	0.86	1	14	-19

Quoted at random: 2 records from the list.
SMILES	hIAP act	Apaf-1 inh	hIAP block	TIM10 inh	ATG4B inh	mIAP act	NALP3 yeast inh	mIAP inh	tim10-1 inh
O=C(CSc1nc2ccccc2s1)Nc1ccc(Cl)c(S(=O)(=O)N2CCOCC2)c1	0.93	15	7	25	-23	1	10	0	38
O=C(O)c1cccc(N2C(=O)c3cc([N+](=O)[O-])cc4cc([N+](=O)[O-])cc(c34)C2=O)c1	0.9	-6	10	29	6	0.94	38	6	16

The results go on:
SMILES	hIAP act	Apaf-1 inh	hIAP block	TIM10 inh	ATG4B inh	mIAP act	NALP3 yeast inh	mIAP inh	tim10-1 inh
Cc1ccc(Cn2ncc3c(N4CCN(c5ccc(C)cc5)CC4)ncnc32)cc1	1	6	-1	0	-8	0.73	8	27	0
O=C(CCc1ccc(S(=O)(=O)N2CCOCC2)cc1)OCC(=O)c1ccccc1F	1.1	16	-8	4	-47	1.1	15	-7	29
COc1ccc(C2CC(=O)c3c([nH]c(C(=O)OC(C)C)c3C)C2)cc1OC (stereo not given)	1	0	-1	12	-6	1	10	-3	12
C=CCNC(=O)COC(=O)c1ccccc1C(=O)N(C)C1CCCCC1	0.85	9	15	-27	2	1.1	16	-6	16
Cc1ccc(S(=O)(=O)N(Cc2ccc([N+](=O)[O-])cc2)C(=O)N2CCN(C)CC2)cc1	1	4	0	15	-13	0.88	9	12	2
CCN(C(=O)COC(=O)c1nc(Cl)ccc1Cl)C1CCS(=O)(=O)C1 (stereo not given)	1.2	0	-21	0	0	1	5	0	2
COc1ccc(N2CCN(CCCn3c(=S)[nH]c4ncccc4c3=O)CC2)cc1	1.2	-7	-19	-4	-10	0.94	18	6	5
O=C(O)CCC(=O)N1N=C(c2ccco2)CC1c1cccs1 (stereo not given)	0.97	5	3	-3	7	1	-3	0	2
CCCCCc1cc(OC)cc2c1C(=O)OC(C)(C)O2	.	16	.	12	8	0.96	.	4	-5
COc1ccc(OCC(=O)NNC(=O)c2nn(C)c(=O)c3ccccc23)cc1	1.2	2	-22	3	3	0.91	-4	9	14
Cn1cc(C(=O)N/N=C/C2=C(N3CCOCC3)C(=C\c3ccccc3)/CC2)ccc1=O	0.96	-1	4	4	-10	0.87	5	13	19
O=C(NCc1ccco1)c1cccc(S(=O)(=O)N2CCc3ccccc32)c1	0.98	4	2	3	2	1	15	-4	23
O=c1cc(Cl)[nH]c(=O)n1CCNc1ncc(C(F)(F)F)cc1Cl	1.1	0	-9	4	8	0.98	17	2	-4
OC(c1ccc(Cl)cc1)c1nccc2ccccc12 (stereo not given)	1.2	8	-21	-5	-4	0.87	58*	13	24
CCOc1ccc(CCNC(=O)COC(=O)Cn2cnc3ccccc3c2=O)cc1OCC	1	-1	-2	3	0	1.1	-9	-8	12
Cc1c(NC(=O)Nc2cccc(C(F)(F)F)c2)c(=O)n(-c2ccccc2)n1C	1.1	7	-8	4	1	1	14	-1	-17
Cc1nc(-c2cccc(NC(=O)c3cccc(S(=O)(=O)N4CCCC4)c3)c2)cs1	0.87	7	13	22	-5	0.95	5	5	22
O=C(COc1cccc2ccccc12)N/N=C/c1ccco1	1	7	-4	6	-6	1.1	9	-11	16
CCOC(=O)c1[nH]cnc1C(=O)Nc1ccncc1	1.1	-19	-11	-7	-2	0.86	14	14	-17
C/C(=N\NC(=S)NC1CCCCC1)c1cccc(C(F)(F)F)c1	1.1	4	-14	-35	-5	0.99	8	1	4

Quoted from the listing:
O=C(O)c1ccc(N/N=C/c2ccc(-c3ccccc3Cl)o2)cc1 in mIAP act → 0.94
O=C(COC(=O)c1ccc([N+](=O)[O-])o1)Nc1ncc(Cl)cc1Cl in NALP3 yeast inh → -18
COC(=O)c1ccc(-c2nc(-c3ccc(Br)o3)no2)cc1 in Apaf-1 inh → 0
O=C(COc1cccc2ccccc12)N/N=C/c1ccco1 in tim10-1 inh → 16
COc1ccc(C2CC(=O)c3c([nH]c(C(=O)OC(C)C)c3C)C2)cc1OC (stereo not given) in hIAP act → 1

Back to the main list with the two entries that preceded the break.
SMILES	hIAP act	Apaf-1 inh	hIAP block	TIM10 inh	ATG4B inh	mIAP act	NALP3 yeast inh	mIAP inh	tim10-1 inh
CCOC(=O)c1[nH]cnc1C(=O)Nc1ccncc1	1.1	-19	-11	-7	-2	0.86	14	14	-17
C/C(=N\NC(=S)NC1CCCCC1)c1cccc(C(F)(F)F)c1	1.1	4	-14	-35	-5	0.99	8	1	4
Cc1ccc(S(=O)(=O)N2CCN(c3cnn(-c4ccccc4)c(=O)c3Cl)CC2)cc1	0.91	-20	9	13	8	1	-11	-2	11
COC(=O)Cc1ccc(NC(=S)N2CCN(C(=O)C3CCCO3)CC2)cc1 (stereo not given)	1.1	-3	-5	4	-5	0.97	4	3	-13
O=C1COc2ccc(C(=O)COC(=O)CCOc3ccccc3)cc2N1	1.1	13	-11	8	-6	0.97	-2	3	-5
CCc1cccc(N(C(=O)c2csnn2)C(C(=O)NC2CCCCC2)c2cccnc2)c1 (stereo not given)	1	6	-2	5	-2	0.94	5	6	9
Cc1ccc(C)c(NC(=S)NCC(c2ccccc2)N(C)C)c1 (stereo not given)	0.95	1	5	2	1	1	10	-3	28
COc1cc2cncc(Cc3ccc(Cl)cc3)c2cc1OC	0.91	15	9	-3	-16	0.99	16	1	15
C/C(=N\NC(=O)c1nn(C)c(C)c1Br)c1cccc(NC(=O)c2ccoc2C)c1	1	-3	-1	7	-4	1.1	19	-6	4
O=C(OCc1ccccc1)c1ccccc1	0.97	-6	3	3	-33	0.92	2	8	8
O=C(CSc1nncs1)Nc1cc(-c2ccccc2)nn1-c1ccccc1	1.1	0	-7	8	-7	0.94	6	6	31
CC1=CC(C)(C)n2c(O)c(N=NC(N)=S)c3cc(C)cc1c32	0.8	7	20	12	-1	0.92	3	8	27
Cc1ccc(S(=O)(=O)N2CCCCC2)cc1C(=O)NCc1ccncc1	0.89	-3	11	9	-11	0.97	8	3	-7
COC(=O)CNC(=O)CNC(=O)Nc1ccccc1Cl	0.89	-8	11	-23	-8	0.96	11	4	11
Cc1cc(C)c(C(=O)CSc2n[nH]c(-c3ccncc3)n2)c(C)c1	1	-22	0	11	-8	1.1	16	-12	15
COc1cc(CNCCCN2CCOCC2)ccc1OCC(=O)Nc1cccc(C(F)(F)F)c1	0.97	-9	3	-12	-8	1	13	-3	-21
CCCN1CN(Cc2ccccc2)CC2=C1CC(C)(C)CC2=O	0.93	4	7	18	-2	1	9	-1	12
O=C(N/N=C/c1cn(-c2cccs2)nc1-c1ccccc1)c1ccccc1Cl	0.96	18	4	14	-5	0.74	21	26	25
Cc1ccc(NC(=O)COC(=O)CN2C(=O)C3CCCCC3C2=O)cc1C (stereo not given)	1	1	-2	-1	5	1.1	4	-12	-5
CCOC(=O)C(NC(=O)N(C)C)(Nc1sc(C)c(CC)c1C#N)C(F)(F)F (stereo not given)	1.2	4	-19	7	-6	0.74	1	26	10

Ordered by the number under ATG4B inh (rising): seven of the compounds above
Structure	ATG4B inh
O=C(CCc1ccc(S(=O)(=O)N2CCOCC2)cc1)OCC(=O)c1ccccc1F	-47
CC(Cc1cccs1)NC(=O)Nc1ccc([N+](=O)[O-])cc1 (stereo not given)	-7
Cc1nc(-c2cccc(NC(=O)c3cccc(S(=O)(=O)N4CCCC4)c3)c2)cs1	-5
Cc1c(NC(=O)Nc2cccc(C(F)(F)F)c2)c(=O)n(-c2ccccc2)n1C	1
O=C(c1ccc(Br)o1)N1CCN(Cc2ccccc2Cl)CC1	4
O=C(O)c1ccc(N/N=C/c2ccc(-c3ccccc3Cl)o2)cc1	5
O=C(O)c1cccc(N2C(=O)c3cc([N+](=O)[O-])cc4cc([N+](=O)[O-])cc(c34)C2=O)c1	6
